Source: PubChem BioAssay
NR3A LBD binder – modulators (binders) of human NR3A ligand-binding domain; AID 1259313; Tm shift relative to glycine control, % at 25 µM; 340,000 tested, 2.5% active; NR3A LBD differential scanning fluorimetry, Tm shift; 0% = protein alone, 100% = glycine-bound protein;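 active = melting temperature shift of at least 10% of the positive control shift, at one fixed dose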
MPTP inh – inhibitors of mitochondrial permeability transition pore | isolated mouse mitochondria, Ca2+ swelling absorbance, 30 min | inhibition, % at 10 µM | 360,000 tested, 1.4% active;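 active = inhibition of 50% or more, scaled per plate between neutral and stimulator controls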;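 note: 0% = DMSO wells given calcium and 100% = 1 mM EGTA wells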
* marks the source's active call; other numbers are inactive results. The list is partial; rates above refer to the full screens.

SMILES	NR3A LBD binder	MPTP inh
O/N=C/c1ccc(OCc2ccccc2)c(Br)c1	-6	0.2
Cc1ccccc1NS(=O)(=O)c1ccc(C(=O)NCC2(N3CCOCC3)CCCCC2)cc1	-22	0.7
C1CN(CC2COC(CN3CCOCC3)CO2)CCO1 (stereo unspecified)	0	-2.3
CC1CN(CC(O)c2ccc(Br)cc2)CCO1 (stereo unspecified)	-1	2.2
COc1ccccc1C1(CCNS(=O)(=O)c2ccc(C)cc2)CCOC(C(C)C)C1 (stereo unspecified)	-12	1.1
Cc1ccc(CSCC(=O)Nc2cc(S(=O)(=O)N3CCOCC3)ccc2OCC(F)(F)F)cc1	2	-0.1
Nc1cccnc1Sc1ccc([N+](=O)[O-])cn1	1	1.6
O=C(Nc1ccccc1)OCC1COC(c2ccccc2)(c2ccccc2)O1 (stereo unspecified)	-7	1.5
c1cnc2ccc3c(c2c1)COCO3	0	-0.9
O=C(NCC1CC1)Nc1cccc(C(F)(F)F)c1	-2	0.9
Cc1nn(-c2ccccc2)c(N)c1N=Nc1ccccc1	-14	1.8
COc1cc(C2C3=C(COC3=O)Oc3cc4c(cc32)OCO4)ccc1O (stereo unspecified)	2	-0.3
COc1cc2ccccc2cc1C(=O)N1CC(C)OC(C)C1 (stereo unspecified)	2	-1.1
O=C(/C=C/c1ccc(Cl)cc1)N1CCN(CCN2C(=O)c3cccc4cccc(c34)C2=O)CC1	0	1.5
CC(C)(C)OC(=O)N(Cc1ccccc1)Cc1cccc(OCc2cccc(NC(=O)C3CC3)c2)c1	-1	1.5
O=C(c1ccc(NC(=S)Nc2ccc(Cl)c(Cl)c2)cc1)N1CCCC1	15*	103*
CC1=NN(c2ccccc2C)C(=O)C1	1	-0.1
C#CCOCCOCCOCCNc1nc(N2CCN(C(=O)[C@H](CO)n3cc([C@@H](N)C(C)C)nn3)CC2)nc(N2CCN(C(=O)[C@H](CO)n3cc([C@@H](N)C(C)C)nn3)CC2)n1	1	-3.2
COc1cccc(C=NNC(=O)c2ccncc2)c1O	-1	2.5
O=C(N1CCc2cc(S(=O)(=O)NC[C@H]3O[C@@H](n4ccc(=O)[nH]c4=O)[C@H](O)[C@@H]3O)ccc2C1)C(F)(F)F	7	-0.4
O=C(CCl)N(c1ccccc1)c1ccccc1	0	-2.6
OCC1OC(n2cnc3c(/C=C(\O)c4ccccc4)ncnc32)C(O)C1O (stereo unspecified)	3	2.3
CN(C)c1ccc(C=c2c3ccccc3n3c2cc(-c2ccccc2)[n+]3C)cc1	-11	58*
COCC(C)n1c(SCc2ccc(OC)c(F)c2)nc2ccccc2c1=O (stereo unspecified)	1	2.7
CC(NC(=O)C(Cc1ccccc1)=NO)c1ccccc1 (stereo unspecified)	0	-0.6
COCCn1nnnc1C(CC(C)C)N1CCN(C(=O)c2ccco2)CC1 (stereo unspecified)	-3	0.4
Cc1c(N=Nc2ccc(N(C)C)cc2)c(=O)n(-c2ccccc2)n1C	-1	1.5
CC(C)c1ccc(/C=c2\sc3n(c2=O)C(N)=C(C#N)C(c2ccc(C(C)C)cc2)C=3C(N)=O)cc1 (stereo unspecified)	-1	-0.6
COc1cccc(COC(=O)c2cc(S(=O)(=O)N3CCOCC3)ccc2Cl)c1OC	-2	0.1
CN1CCN(S(=O)(=O)c2cccc(C(=O)N(C)CC(=O)Nc3ccc(Cl)c(Cl)c3)c2)CC1	-1	-0.3
CCN(CC)c1ccc(/C=C2/SC(=O)N(C(C)C)C2=O)o1	2	3.8
COc1ccccc1NC(=O)CN1CCN(c2ccc(F)cc2)CC1	2	-0.9
CCN1C/C(=C\c2cc(OC)c(OC)c(OC)c2)C2=NN(c3ccccc3)C(c3cc(OC)c(OC)c(OC)c3)C2C1 (stereo unspecified)	-1	0.1
CC(=O)NC(=S)Nc1sc2c(c1C#N)CCCCC2	-3	84*
COc1ccccc1N1CCN(CCCN2CC(=O)N3CCCCC3C2=O)CC1 (stereo unspecified)	-1	2.4
CN1OC[C@@H]2CN(C(=O)CCc3ccccc3)[C@H](c3cccc(-c4ccc(C#N)cc4)c3)C[C@@H]21	-2	0.7
COC1OC2COC(c3ccccc3)OC2C(O)C1NC(=O)c1ccccc1 (stereo unspecified)	1	0.1
C[C@H]1NC(=O)[C@]2(C)[C@@H](c3ccccc3)[C@H]3COc4ccccc4[C@H]3N2C1=O	0	0.3
CN(C)c1nc2c(N)ncnc2n1[C@H]1O[C@@H](CO)[C@H](O)[C@@H]1O	3	0.5
COc1ccccc1Oc1ccc2c(c1)C(=O)N(c1cccc3ncccc13)C2=O	3	96*
COc1ccc(-c2cn3nc4c(nc3n2)CCCC4)cc1	0	-0.7
Cn1cc(Cc2ccccc2)c(=O)c(Cc2ccccc2)c1	3	0.8
CCOc1cc(C=NN2CCCCCC2)ccc1O	3	-1.1
Cc1ccc(S(=O)(=O)N2CCN(C(=O)COC(=O)/C=C/c3cccc([N+](=O)[O-])c3)CC2)c(C)c1	1	0.0
CC(=O)c1ccc(NC(=O)COC(=O)CCC(=O)c2cccs2)cc1	-45	-0.1
C(=C\c1sc(Nc2ccccc2)n[n+]1-c1ccccc1)/c1ccccc1	-10	5.4
Cc1cccc(NC(=O)CN2C(=O)N/C(=C/c3ccc(C)o3)C2=O)c1	-13	-0.4
CCOC(=O)/C=C1/SCC(=O)N1CC(=O)Nc1ccc2c(c1)CCC2	0	-1.9
COc1ccc(CNC(=O)CN(CC2CCCO2)C(=O)CNS(=O)(=O)c2ccc(F)cc2)cc1 (stereo unspecified)	7	0.5
Cc1ccc(C(=O)/C=C/Nc2cccc([N+](=O)[O-])c2)o1	-11	0.2
Cc1ccc2c(c1)C1(C(=O)N2)N2CCCC2C(C(=O)c2ccc3ccccc3c2)C12C(=O)Nc1ccccc12 (stereo unspecified)	-5	-0.7
Cc1cc(Br)ccc1OCc1nnc(-c2ccccc2)o1	-1	3.7
O=C(COC(=O)c1cc(=O)[nH]c2ccccc12)Nc1nc(-c2ccc(F)cc2)cs1	1	11
O=C(C1=C(c2ccccc2)C(=O)c2ccccc2C1=O)c1ccccc1	-26	4.7
NC(=O)c1ncn([C@@H]2O[C@H](CNCc3cc(Cl)ccc3OCc3ccc(Cl)cc3)[C@@H](O)[C@H]2O)n1	-2	1.1
Cc1ccc(CSCc2nc3ccccc3[nH]2)cc1	0	-2.7
Cc1cnc(N=Nc2ccccc2)[nH]1	0	2.1
CCc1c(C)nc2[nH]ncn2c1=O	0	0.8
O=C(O)C1=CCCc2ccc(F)cc21	0	-1.3
CCOc1cc(/C=N/N=C(N)N)ccc1OCc1ccc(Cl)cc1	-6	1.3

Reprinted from the part before: 2 entries, followed by the next part.
SMILES	NR3A LBD binder	MPTP inh
O=C(O)C1=CCCc2ccc(F)cc21	0	-1.3
CCOc1cc(/C=N/N=C(N)N)ccc1OCc1ccc(Cl)cc1	-6	1.3
CN(CCc1ccccc1)C(=O)c1cccc(NC(=O)Cc2cccc(NC(=O)C3CCCN(S(=O)(=O)c4cccc([N+](=O)[O-])c4)C3)c2)c1 (stereo unspecified)	4	0.2
CCc1ccc(CN(C)C(C)C(=O)NCc2ccccc2)cc1 (stereo unspecified)	-4	-1.4
COc1ccc(-c2nc3ccccc3s2)cc1	40*	1.6
Cc1ccc(S(=O)(=O)N2CCN(C(=O)COC(=O)/C=C/c3ccc(Cl)cc3)CC2)c(C)c1	-1	0.8
CN(CCc1ccccc1)C(=O)c1ccc(NC(=O)Cc2ccc(NC(=O)C3CCN(C(=O)C4CCCC4)CC3)cc2)cc1	-3	0.3
CN(C(=O)c1ccc(NC(=O)Cc2cccc(NC(=O)C3CCN(C(=O)C4CCC4)CC3)c2)cc1)C1CC1	1	-0.3
Cc1cn(C2CC(O)C(CO)O2)c(=O)n(Cc2ccccc2)c1=O (stereo unspecified)	1	-1.6
CCN1/C(=C/c2ccc3cc(C)ccc3[n+]2CC)Sc2cc(C)ccc21	0	98*
CCN1CCN(c2ncc3c(n2)CC(c2cc(OC)c(OC)c(OC)c2)CC3=O)CC1 (stereo unspecified)	0	-0.5
CN(CCc1ccccc1)C(=O)c1ccc(NC(=O)Cc2ccc(NC(=O)C3CCN(S(=O)(=O)c4cccc([N+](=O)[O-])c4)CC3)cc2)cc1	7	0.4
CN(C)S(=O)(=O)c1ccc(N2CCCC2)c(C(=O)N2CCN(S(=O)(=O)c3ccc(F)c(F)c3)CC2)c1	-1	-1.8
CCc1ccc(CNCCNC(=O)c2ccco2)cc1	-1	0.4
Cc1ccccc1N1CCN(c2ccccc2NC(=O)/C=C\C(=O)O)CC1	-2	-0.2
CC1CCCCC1NC(=O)CSc1ccsc1[N+](=O)[O-] (stereo unspecified)	-5	1.4
F[B-](F)(F)COc1ccccc1	-2	0.9

Ordered by heavy-atom count (smallest number first): 17 of the compounds above
SMILES	NR3A LBD binder	MPTP inh
F[B-](F)(F)COc1ccccc1	-2	0.9
CCc1c(C)nc2[nH]ncn2c1=O	0	0.8
O=C(O)C1=CCCc2ccc(F)cc21	0	-1.3
COc1ccc(-c2nc3ccccc3s2)cc1	40*	1.6
Cc1ccc(CSCc2nc3ccccc3[nH]2)cc1	0	-2.7
CC1CCCCC1NC(=O)CSc1ccsc1[N+](=O)[O-] (stereo unspecified)	-5	1.4
CCc1ccc(CN(C)C(C)C(=O)NCc2ccccc2)cc1 (stereo unspecified)	-4	-1.4
Cc1cn(C2CC(O)C(CO)O2)c(=O)n(Cc2ccccc2)c1=O (stereo unspecified)	1	-1.6
O=C(C1=C(c2ccccc2)C(=O)c2ccccc2C1=O)c1ccccc1	-26	4.7
Cc1ccccc1N1CCN(c2ccccc2NC(=O)/C=C\C(=O)O)CC1	-2	-0.2
CCN1CCN(c2ncc3c(n2)CC(c2cc(OC)c(OC)c(OC)c2)CC3=O)CC1 (stereo unspecified)	0	-0.5
Cc1ccc(S(=O)(=O)N2CCN(C(=O)COC(=O)/C=C/c3ccc(Cl)cc3)CC2)c(C)c1	-1	0.8
NC(=O)c1ncn([C@@H]2O[C@H](CNCc3cc(Cl)ccc3OCc3ccc(Cl)cc3)[C@@H](O)[C@H]2O)n1	-2	1.1
CN(C)S(=O)(=O)c1ccc(N2CCCC2)c(C(=O)N2CCN(S(=O)(=O)c3ccc(F)c(F)c3)CC2)c1	-1	-1.8
CN(C(=O)c1ccc(NC(=O)Cc2cccc(NC(=O)C3CCN(C(=O)C4CCC4)CC3)c2)cc1)C1CC1	1	-0.3
CN(CCc1ccccc1)C(=O)c1ccc(NC(=O)Cc2ccc(NC(=O)C3CCN(C(=O)C4CCCC4)CC3)cc2)cc1	-3	0.3
CN(CCc1ccccc1)C(=O)c1ccc(NC(=O)Cc2ccc(NC(=O)C3CCN(S(=O)(=O)c4cccc([N+](=O)[O-])c4)CC3)cc2)cc1	7	0.4

Continued.
SMILES	NR3A LBD binder	MPTP inh
Cc1ccc(OCC(=O)N/N=C/c2ccccc2)c([N+](=O)[O-])c1	2	1.5
Nc1ncnc(Sc2ccc(Cl)cc2)c1[N+](=O)[O-]	1	0.0
OC(c1ccc2ccccc2n1)c1c(Cl)cccc1Cl (stereo unspecified)	-1	-0.1
CN1C[C@H]2CON(C)[C@H]2C[C@H]1c1cccc(-c2ccccc2)c1	2	1.2
COc1ccc2c(c1OC)C(=O)N1C2SC[C@H]1C(=O)NC1CC(C)(C)NC(C)(C)C1 (stereo partly specified)	-1	-0.1
Cc1cc2c(=O)n(C)c(SCC(=O)Nc3ccc(F)cc3)nc2s1	0	-0.2
O=[N+]([O-])c1cc2c(cc1/C=N/n1c(-c3ccccn3)n[nH]c1=S)OCO2	3	0.7
CCOC1=CC(=O)OC(c2ccccc2)C1 (stereo unspecified)	-1	-0.7
O=C1CCCCC1(CCc1ccncc1)CCc1ccncc1	0	2.8
O=S(=O)(CS(=O)(=O)Oc1ccccc1)Oc1ccccc1	-1	-0.5
Cc1ccc(/C=C/C(=O)Nc2ccccc2C(N)=O)cc1	-1	0.5
CCn1cc(CNCc2cn(C)nc2-c2ccc(C3CCCCC3)cc2)cn1	0	42
O=C(c1ccc(Cl)cc1)C1CCN(C(=O)c2ccccc2F)CC1	0	-0.8
O=C(CN(c1ccc(Br)cc1)S(=O)(=O)c1ccc(Cl)c([N+](=O)[O-])c1)NCC1CCCO1 (stereo unspecified)	-4	-1.8
CCOP(=O)(Nc1cccc2oc(=O)c3ccccc3c12)OCC	4	-0.4
Nc1[nH]c(=O)nc2snnc12	0	1.2
Cn1c(=O)c(-c2ccccc2)cc2ccccc21	1	-0.8
CC1CCCN(CCC(=O)c2ccccc2)C1 (stereo unspecified)	1	-1.0
COc1ccc(C2=NC(=O)/C(=C\c3cc(OC)c(OC)c(OC)c3)O2)cc1	1	0.2
CCOC(=O)N1CCN(c2c(N3CCN(c4cccc(C)c4C)CC3)c(=O)c2=O)CC1	0	-0.4
CN(CC(=O)Nc1cccc(F)c1)C(=O)/C=C/c1ccc(S(=O)(=O)N2CCCCCC2)cc1	-4	-1.2
Cc1cccc(C(=O)NCCCNC(=O)c2cccc(C)c2)c1	-2	3.1
O=[N+]([O-])c1cc2no[n+]([O-])c2cc1N1CCCCC1	10	2.6
NC1=NC(=O)/C(=C/c2cn(CCC(=O)O)nc2-c2ccc(Cl)cc2)S1	-2	-1.4
Cc1ccc(C)c(/C=C/C(=O)c2ccccc(=O)c2O)c1	-4	6.0
CCCCn1c2nc3ccccc3nc2c2c(=O)n(CC(C)C)cnc21	-1	0.1
O=CN(Cc1nc2ccccc2[nH]1)c1ccc(C(=O)O)cc1	0	0.1
Cc1cccc(NC(=O)c2ccc(NS(=O)(=O)c3cccc4cccnc34)cc2)c1	30*	-0.2
O=C(NCCCN1CCCCCC1)c1ccc(CS(=O)(=O)Cc2ccccc2F)o1	0	9.6
O=[N+]([O-])c1ccc(NN=Cc2cccc(O)c2)nc1	12*	1.3
Cc1ccc(COc2ccsc2C(=O)O)cc1	0	1.7
COc1ccc(/C(C)=N/OCC(=O)N2CC3(C)CC2CC(C)(C)C3)cc1 (stereo unspecified)	1	2.9
O=C1CCC/C1=c1\s/c(=C/c2cccnc2)c(=O)n1-c1ccccc1	0	1.8
Oc1ccc(-c2csc(Nc3ncccn3)n2)cc1O	2	0.1
Cc1cc(NC(=O)c2cc3ccccc3o2)no1	3	0.0
